CCT modulator: modulators of cytosolic chaperonin (CCT/TRiC) activity | purified chaperonin ATPase assay, HTRF ADP detection, 30 min | activity change, % (concentration not given with the values), hits read low | 360,000 tested, 0.3% active | AID 651819; in the data active = activity change below about -30%; note: % is set by controls: 0 for no effect and ±100 for the full control effect
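Nucleotide hydrolysis assay: TRiC at 20–40 nM final (set by batch activity) with 10 uM ATP, 30 min at 37 °C, in presence of 76 uM compound. Detection by competitive ADP HTRF, 30 min ambient.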
HepG2 viability: HepG2 cytotoxicity, counter-screen for TGF-b inhibitors; HepG2 CAGA-GFP viability, ATP luminescence, 18 h; Potency, µM (top dose mostly 46.1 µM), without a hit: at the highest dose activity change, negative = cytotoxicity, actives largely listed as cytotoxic; 410,000 tested, 0.76% active; AID 588856; note: potency is the fitted concentration of half-maximal effect; some results filed as inactive show a strong effect at the top dose
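CellTiter-Glo luminescence gave cytotoxicity after 18 hours at 37 degrees C. The cells were HepG2 CAGA-GFP in 1% FBS DMEM, stimulated with 500 pg/mL TGF-beta after compound addition. %Activity was normalised to no-cell wells (complete cell-killing) and DMSO (no toxicity), and curves were fitted and classified.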
Nrf2 activator: activators of Nrf2 (ARE) signaling; 410,000 tested, 0.31% active; Potency, µM (doses to about 46.1 µM), without a hit: at the top dose activation, hits mostly activators; AREc32 ARE-luciferase reporter (MCF7-derived line), luminescence, 24 h; note: potency is the fitted concentration of half-maximal effect; % of control where 0% means no effect; nearly all actives have a fitted effect of over 65% in size
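AREc32 cells carrying an ARE-driven firefly luciferase reporter were seeded at 1000 cells/well in OPTI-MEM with 5% FBS, then exposed to compound for 24 hr at 37 deg C. Luminescence was read with Steady-Glo after 30 min at RT.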
MmCpn inh: inhibitors of Methanococcus maripaludis chaperonin (MmCpn); purified Mm-Cpn ATPase, ADP Transcreener TR-FRET; Potency, µM (series often up to 76.9 µM), without a hit: at the highest dose activity, negative = inhibition, most hits filed as inhibitors; 330,000 tested, 0.031% active; note: potency is the fitted concentration of half-maximal effect; % is set by controls: 0 for no effect and ±100 for the full control effect; nearly all actives have a fitted effect of over 80% in size
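ATPase read-out: TR-FRET ADP immunoassay (anti-ADP Eu cryptate vs ADP-d2), ex 320 nm, em 590/665 nm; signal drops as ADP forms. Enzyme 25 nM, ATP 10 uM, 30 min at 37°C after 10 min compound preincubation.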
TGFb inhibitor: blocks TGF-b signaling; AID 588855; HepG2 CAGA-GFP TGF-b/SMAD3 reporter, GFP fluorescence, 18 h; TGF-beta stimulated, 500 pg/mL final; Potency, µM (doses to about 46.1 µM), for the others: at the highest dose activity, negative = inhibition, usual class: inhibitors; 410,000 tested, 1.2% active; note: potency is the fitted concentration of half-maximal effect; % is set by controls: 0 for no effect and ±100 for the full control effect; nearly all actives have a fitted effect of over 65% in size
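HEPG2 CAGA-GFP, 1000 cells/well; 2 h settle, 37 C; cpd via pin tool; TGF-b 500 pg/mL final; 18 h, 37 C; GFP imaging ex488/em500-530; %Activity normalised to -TGF-b and +DMSO controls; CRC fit, curve class.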
Akt phos inh: Akt phosphorylation inhibition. Neuro2A IGF-stimulated pAkt S473 HTRF, 20 min; stronger effect = lower value. activity change, % for hits at 50 µM. 360,000 tested, 0.32% active. AID 651550; in the data active = activity change below about -80%; inconclusive = mostly about -51% to -80%; note: % is set by controls: 0 for no effect and ±100 for the full control effect
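Neuro2A cells (4,500/well, DMEM with 0.5% FBS) were treated with compound at a single 50 µM final concentration, stimulated with 6 nM IGF for 20 min at 37 °C, and lysed. Phospho-Akt Ser473 was read by HTRF as 665/615 ratio ×10^4.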
Nrf2 block: blocks Nrf2 signaling; A549 ARE-Fluc reporter, luciferase luminescence, 18-24 h; Potency, µM (highest dose often 46 µM), for inactives: top-dose activity change, negative = inhibition, actives largely listed as inhibitors; 360,000 tested, 2.1% active; note: potency is the fitted concentration of half-maximal effect; % is set by controls: 0 for no effect and ±100 for the full control effect; nearly all actives have a fitted effect of over 60% in size
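Nrf2 function is reported as luminescence of an ARE-controlled luciferase in A549 cells. Compounds were tested at several concentrations, and a CellTiter-Fluor read on the same wells flagged cytotoxicity.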
S2 tox: reduces viability in counter-screen for ATXN expression inhibitors; S2 cells (HEK-293 line with an ATXN2-luciferase reporter) viability, CellTiter-Fluor protease fluorescence, 24 h; Potency, µM (series often up to 56.7 µM), hits mostly cytotoxic; 400,000 tested, 0.49% active; AID 651635; note: potency is the fitted concentration of half-maximal effect; nearly all actives have a fitted effect of over 40% in size
A549 tox: counter-screen for Nrf2 inhibitors: cytotoxicity in A549 cells; 390,000 tested, 0.16% active; Potency, µM (top dose mostly 46 µM), without a hit: top-dose activity change, negative = cytotoxicity, actives largely listed as inhibitors; A549 ARE-Fluc cells, CellTiter-Fluor viability, 18-24 h; note: potency is the fitted concentration of half-maximal effect; % is set by controls: 0 for no effect and ±100 for the full control effect
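A549 ARE_Fluc cells in 5% FBS OPTI-MEM were exposed to compounds in concentration-response for 18-24 h at 37 deg C. Viability was read by CellTiter-Fluor fluorescence (Ex 405/Em 525) after 30 min, before the luciferase read.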
* marks the source's active call; other numbers are inactive results; i = inactive; ? = inconclusive; . = not tested or not shown; & = joins results of further samples. Unless noted, calls come from the whole dose curve; as a rule, active = well fitted curve in the direction sought with a large enough effect; inconclusive = small, poorly fitted or top-dose-only effect, or another doubt; inactive = no such curve, though single readings can be large; an effect the other way counts as inactive or inconclusive.

SMILES	CCT modulator	HepG2 viability	Nrf2 activator	MmCpn inh	TGFb inhibitor	Akt phos inh	Nrf2 block	S2 tox	A549 tox
Cc1occc1-c1nnc(SCc2nc3ccccc3c(=O)n2CC#N)n1C	-3.0	1%	-0.1%	0%	-27%	i	22%	?	2%
CC(=O)Nc1ccc(N=Nc2c(C)[nH]n(C(N)=S)c2=O)cc1	-0.3	-1%	3.8%	3%	-7%	i	?	i	-4%
Nn1c(SCC(=O)Nc2ccc(F)cc2)nnc1-c1ccccn1	2.3	-4%	-0.9%	-2%	-1%	i	-6%	i	-1%
N#Cc1cccc(S(=O)(=O)Nc2c(NC3CCCCC3)c3ccccc3oc2=O)c1	-0.3	4%	-1.0%	0%	-9%	i	0%	i	-1%
CCc1ccc(S(=O)(=O)c2nnn3c2nc(Nc2ccc(NC(C)=O)cc2)c2sccc23)cc1	.	-15%	-1.0%	.	1%	.	?	.	-6%
O=C(/C=C/c1ccc(S(=O)(=O)N2CCOCC2)cc1)NC(=S)Nc1ccc(Cl)cc1Cl	1.4	-6%	?	-9%	-5%	i	-23%	i	4%
CCOc1ccc(OCCCC(=O)ON=C(N)c2ccccc2C)cc1	-0.6	-21%	-0.2%	0%	-24%	i	10%	i	-2%
COc1ccc(OC)c(/C=N/NC(=O)c2cc3c(OC)cccc3[nH]2)c1	-2.4	-48%	9.8%	0%	7%	i	-2%	i	?
O=C(N/N=C/c1ccc(OCCCF)cc1)c1cc(OCC(F)(F)F)ccc1OCC(F)(F)F	-2.4	2%	0.2%	-2%	10%	i	.	i	-3%
CC(C)C(=O)NC(=S)Nc1ccc(S(=O)(=O)Nc2ccccc2)cc1	1.9	-7%	-0.3%	1%	?	i	?	i	1%
Cc1cc(C)n(-c2ncnc3c2oc2ccccc23)n1	0.1	5%	0.3%	0%	0%	i	-2%	i	-5%
CC(C)(C)NCC(=O)c1c[nH]c2ccccc12	-1.1	-10%	-0.4%	1%	-10%	i	-11%	i	?
CC1(C)CN(c2ccc(Br)cc2Br)C1=O	0.5	-15%	-0.8%	-4%	-22%	i	8%	i	-1%
COc1ccc(OC)c(C(=O)COC(=O)c2cc(C)oc2C)c1	0.4	-2%	20%	-3%	8%	i	-18%	i	-1%
CC(OC(=O)c1cc(S(=O)(=O)N2CCOCC2)ccc1Br)C(=O)N1CCOCC1 (stereo unspecified)	-2.0	3%	-0.3%	-1%	1%	i	18%	?	0%
CCn1c(CCNC(=O)c2ccc(Cl)cc2)n[nH]c1=S	-4.4	1%	-0.6%	1%	7%	i	-11%	i	-13%
CN(C)c1ccc(C=Cc2cnccn2)cc1	-8.6	-20%	-1.7%	.	-5%	i	?	.	-6%
CCCC1CC(CSc2ncn[nH]2)OC1=O (stereo unspecified)	-0.7	-4%	0.3%	-3%	-10%	i	11%	i	-3%
Cc1ccc(C(=O)N2CCCC(CCC(=O)NCc3ccc(F)c(F)c3)C2)cn1 (stereo unspecified)	0.3	-3%	-0.3%	0%	-1%	i	28%	i	4%
CC1(C)C2CCC1(C)C(OCCNCCOC(=O)Nc1ccccc1)C2 (stereo unspecified)	-40*	-6%	-0.6%	-4%	-13%	i	16%	i	-2%
COCCNC(=O)c1cc(Br)ccc1Cl	1.6	4%	-0.8%	?	0%	i	-18%	i	-4%
CC(=O)c1cccc(-c2ccc3c(c2)C(C)(Cc2ccccc2F)C(=O)N3)c1 (stereo unspecified)	-2.5	-32%	2.6%	.	-24%	i	.	?	.
CCCCCCn1c(=O)n2n(c1=O)[C@@H]1CN(S(=O)(=O)c3ccc(C)cc3)C[C@]1(O)[C@@H](OC(=O)NCC1CCCCC1)C2	1.4	-118%	-4.2%	.	?	i	.	.	.
COc1ccc(CC(=O)NCCS(=O)(=O)N2CCN(c3ccccc3)CC2)cc1	-0.3	2%	-0.3%	0%	12%	i	-7%	i	1%
COc1ccc(NC(=O)C(CC(=O)O)Cc2ccc(C)cc2)cc1 (stereo unspecified)	-2.5	0%	0.2%	1%	-1%	i	-3%	i	5%
Cc1nc(C(Cl)(Cl)Cl)nc2[nH]ccc(=O)c12	1.0	2%	2.8%	0%	9%	i	?	i	-11%
COc1ccc(NC(=S)N2CCC(N(C)CCN3CCOCC3)CC2)cc1Cl	0.6	0%	0.1%	2%	-10%	i	-13%	i	0%
COc1ccc(/C=N/NC(=O)c2ccc(N(C)S(=O)(=O)c3ccccc3)cc2)cc1	2.7	0%	3.9%	-7%	0%	i	26µM*	?	-16%
Cc1ccc(S(=O)(=O)N2CCCOC2CNC(=O)C(=O)NCc2ccc3c(c2)OCO3)cc1 (stereo unspecified)	-1.2	-20%	2.4%	1%	0%	i	10%	i	11%
Nc1cc(=O)[nH]c(SCC(=O)Nc2ccc(S(=O)(=O)N3CCOCC3)cc2)n1	-1.0	0%	-0.7%	0%	-7%	i	11%	i	-2%

Of the compounds above, five contain a Cl atom.
SMILES	CCT modulator	HepG2 viability	Nrf2 activator	MmCpn inh	TGFb inhibitor	Akt phos inh	Nrf2 block	S2 tox	A549 tox
O=C(/C=C/c1ccc(S(=O)(=O)N2CCOCC2)cc1)NC(=S)Nc1ccc(Cl)cc1Cl	1.4	-6%	?	-9%	-5%	i	-23%	i	4%
CCn1c(CCNC(=O)c2ccc(Cl)cc2)n[nH]c1=S	-4.4	1%	-0.6%	1%	7%	i	-11%	i	-13%
COCCNC(=O)c1cc(Br)ccc1Cl	1.6	4%	-0.8%	?	0%	i	-18%	i	-4%
Cc1nc(C(Cl)(Cl)Cl)nc2[nH]ccc(=O)c12	1.0	2%	2.8%	0%	9%	i	?	i	-11%
COc1ccc(NC(=S)N2CCC(N(C)CCN3CCOCC3)CC2)cc1Cl	0.6	0%	0.1%	2%	-10%	i	-13%	i	0%

Later entries:
SMILES	CCT modulator	HepG2 viability	Nrf2 activator	MmCpn inh	TGFb inhibitor	Akt phos inh	Nrf2 block	S2 tox	A549 tox
Cc1cc2c(SCc3ccccc3Cl)nc(N)nc2nc1C	-2.7	-3%	-0.9%	.	11%	i	-18%	i	-4%
COc1ccccc1N1C(=O)S/C(=C\c2cccs2)C1=O	2.1	-4%	3.6%	-1%	17%	i	27%	i	2%
Cc1nnc(SCC(=O)NCC2COc3ccccc3O2)s1 (stereo unspecified)	-0.5	3%	-0.6%	1%	-8%	i	12%	i	-2%
Cc1cc(/C=N/NC(=O)c2cccnc2)c(C)n1CC(C)C	-1.8	-5%	4.9%	-1%	16%	i	?	i	-8%
O=C(Nc1ccc(N2CCN(c3ccc(F)cc3)CC2)c(C(=O)O)c1)c1ccccc1F	.	-1%	1.8%	.	7%	.	.	i	-1%
Cc1ccc(S(=O)(=O)N2CCN(C(=O)CCC(=O)Nc3ccc(Br)c(C)c3)CC2)cc1	-4.8	-2%	-0.4%	.	-28%	i	?	i	-1%
CCOC(=O)C(C)Sc1nnc(CSc2nc3nc(C)cc(C)n3n2)o1 (stereo unspecified)	-0.2	1%	-0.5%	-2%	?	i	3%	i	-2%
COc1cc(C(C)=O)ccc1OCC(=O)NC(=O)Nc1ccc(C)cc1C	1.7	2%	-0.4%	0%	2%	i	-16%	i	3%
Cc1ccc2c(COC(=O)c3n[nH]c4ccccc34)cc(=O)oc2c1	-0.8	-24%	2.8%	0%	0%	i	15%	i	-3%
Nc1nc(SCc2ccc(Cl)cc2Cl)nc2nc3c(cc12)CCCC3	-0.7	-71%	4.4%	-3%	?	i	23µM*	?	-16%
CCOC(=O)c1cnc2ccc(OCC)cc2c1Nc1cc(Cl)c(OC)cc1OC	.	-18%	-1.2%	.	-4%	.	-8%	?	0%
Cc1cc(C)cc(NC(=O)CSc2nc3c(c(=O)[nH]2)CN(Cc2ccc(F)cc2)CC3)c1	-1.6	4%&-22%	-0.4%&-0.6%	-9%	?	i	-2%&-16%	i	-1%&0%
O=C1C=C(NCc2ccc(Cl)c(Cl)c2)C2(CCCCC2)O1	1.6	3%	-0.7%	-2%	-21%	i	.	i	0%
C=CCn1c(=O)c(C(=O)NC2CC2)c(O)c2cc(OC)c(OC)cc21	0.3	3%	-0.3%	-4%	6%	i	?	i	4%
CC(C)Cn1c(-c2cccs2)nc2nc3ccccc3nc21	-0.8	-11%	18%	-1%	13%	i	18%	i	0%
Cc1cc(C)c2c(=O)[nH]c(SCC(=O)Nc3ccc(Br)cc3)nc2n1	-0.9	-18%	1.4%	-1%	1%	i	?	i	0%
CCOC(=O)C1CCN(CC(O)COCc2ccc(Cl)cc2)CC1 (stereo unspecified)	-1.4	27%	-0.7%	-1%	17%	.	-1%	i	1%
Cc1ccc(CC(=O)Nc2ccc(S(=O)(=O)Nc3nccc(C)n3)cc2)cc1	-0.2	1%	0.2%	1%	-9%	i	1%	i	-2%
O=C(CSc1ncc(-c2ccc(F)cc2)[nH]1)N1CCCCC1	-2.3	-55%	0.5%	1%	6%	i	?	i	-4%
COC(Cc1nnc(SC)n1-c1ccccc1)OC	-0.7	-2%	0.1%	-1%	-7%	i	-1%	i	.
O=C(Cn1cc(C(F)(F)F)ccc1=O)Nc1cccc(S(=O)(=O)N2CCOCC2)c1	-0.4	-6%	-0.3%	0%	-16%	i	-3%	i	2%
CCN(CC)CCCN(Cc1cc2cc(OC)ccc2[nH]c1=O)C(=O)Nc1ccccc1	0.4	2%	0.2%	0%	13%	i	6%	i	-10%
O=C1c2ccccc2C(c2nnnn2-c2ccc3c(c2)OCCO3)N1Cc1ccc2c(c1)OCO2 (stereo unspecified)	0.3	.	-0.9%	.	.	i	.	i	.
COc1ccc(CNC(=O)CC(c2ccc(OC)c(OC)c2)N2Cc3ccccc3C2=O)cc1 (stereo unspecified)	.	-11%	-0.1%	.	8%	.	9%	i	3%

Outcome played no part in choosing rows (roughly 4.4% active in at least one column).
